Bioassay records from PubChem.
POLH inh: blocks human DNA polymerase eta activity. Q9Y253. recombinant Pol eta, fluorescent DNA replication assay. Potency, µM (series often up to 114 µM), inactives show top-dose activity change, negative = inhibition, usual class: inhibitors. actives 1.2% (n = 390,000); also: potency is read from the fitted curve at half-maximal effect; % is scaled to controls: 0 for no effect and ±100 for the full control effect
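Pol eta at 10 nM preincubated with compounds 15 min at room temperature; reaction started with fluorescent substrate (50 nM final) and read kinetically at 0 and 10 min.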
POLB inh: inhibitors of human DNA polymerase beta. Potency, µM (top dose mostly 114 µM), inactives show at the top dose activity change, negative = inhibition, usual class: inhibitors. Pol beta primer extension/strand displacement, fluorescence kinetic. P06746. actives 1.3% (n = 340,000). AID 485314; also: potency is read from the fitted curve at half-maximal effect; % is scaled to controls: 0 for no effect and ±100 for the full control effect
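Values derive from four-parameter Hill fits of normalized kinetic data: reads at 0 and 10 min following addition of 50 nM substrate to 10 nM Pol beta preincubated 15 min with compound.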
LDHA block: inhibitors of human lactate dehydrogenase A. P00338. activity change, % (values are at about 110 or 230 µM). actives 0.15% (n = 480,000). purified LDHA, NADH/diaphorase-resazurin fluorescence; hits give low values; in the data active = activity change below about -30%; inconclusive = mostly about -25% to -30%;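 also: plate controls were DMSO wells for no effect and wells without enzyme for full effect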
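Human LDH5 at 2 nM final in Tris HCl pH 7.4 with 0.06 mM NADH and 0.2 mM pyruvate, reacted 5 minutes at room temperature. Remaining NADH coupled via diaphorase/resazurin; resorufin fluorescence read at 0 and 20 minutes, normalized to enzyme-free and DMSO wells.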
APEX1 inh: blocks human APE1 abasic DNA cleavage; P27695; recombinant APE1, TAMRA/BHQ-2 abasic DNA cleavage fluorescence; Potency, µM (highest dose often 65.8 µM), for inactives: at the highest dose activity change, negative = inhibition, most hits filed as inhibitors; actives 0.35% (n = 350,000);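 also: potency is read from the fitted curve at half-maximal effect; plate controls were vehicle for no effect and reference inhibitor for full effect; nearly all actives have a fitted effect of over 55% in size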
Target sequence (P27695 whole entry, looked up): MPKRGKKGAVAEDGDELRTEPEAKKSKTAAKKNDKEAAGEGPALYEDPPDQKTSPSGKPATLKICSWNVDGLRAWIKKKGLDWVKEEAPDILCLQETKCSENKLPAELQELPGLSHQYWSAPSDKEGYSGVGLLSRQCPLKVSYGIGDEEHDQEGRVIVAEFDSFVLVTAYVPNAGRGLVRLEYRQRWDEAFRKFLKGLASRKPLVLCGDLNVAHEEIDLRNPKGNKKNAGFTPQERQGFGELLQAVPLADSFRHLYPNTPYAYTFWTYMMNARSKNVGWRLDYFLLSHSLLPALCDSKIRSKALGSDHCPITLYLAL
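Compound pre-exposure to 0.75 nM APE1, 15 min at ambient temperature. Reaction initiated with 50 nM TAMRA/BHQ-2 THF substrate, read immediately in kinetic mode, 525 nm excitation, 598 nm emission.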
GRP78 ERSR act: ER stress response induction in glioma | U87-MG GRP78 promoter luciferase reporter, 16 h | Potency, µM, for inactives: at the top dose activation, hits mostly activators | actives 0.02% (n = 420,000) | AID 602332; also: potency is read from the fitted curve at half-maximal effect; series mostly up to about 76 µM; % of control where 0% means no effect; nearly all actives have a fitted effect of over 35% in size
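ERSR induction read as luciferase luminescence (Bright-Glo, 10 min at room temperature) in stably transfected human U87-MG glioma cells exposed to compounds for 16 h, using GRP78 as sensor.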
BLM helicase inh: inhibitors of human Bloom syndrome helicase BLM; recombinant BLM DNA unwinding, fluorescence dequenching; Potency, µM (series often up to 56.1 µM), without a hit: at the top dose activity change, negative = inhibition, hits mostly inhibitors; actives 0.2% (n = 350,000);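 also: potency is read from the fitted curve at half-maximal effect; plate controls were vehicle for no effect and no enzyme for full effect; nearly all actives have a fitted effect of over 35% in size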
Pol iota inh: inhibitors of human DNA polymerase iota; Q9UNA4; Pol iota fluorescent replication assay, 10 min; Potency, µM (top dose mostly 115 µM), without a hit: at the highest dose activity, negative = inhibition, actives largely listed as inhibitors; actives 1% (n = 390,000); AID 588590; also: potency is read from the fitted curve at half-maximal effect
Target sequence (Q9UNA4 whole entry, looked up): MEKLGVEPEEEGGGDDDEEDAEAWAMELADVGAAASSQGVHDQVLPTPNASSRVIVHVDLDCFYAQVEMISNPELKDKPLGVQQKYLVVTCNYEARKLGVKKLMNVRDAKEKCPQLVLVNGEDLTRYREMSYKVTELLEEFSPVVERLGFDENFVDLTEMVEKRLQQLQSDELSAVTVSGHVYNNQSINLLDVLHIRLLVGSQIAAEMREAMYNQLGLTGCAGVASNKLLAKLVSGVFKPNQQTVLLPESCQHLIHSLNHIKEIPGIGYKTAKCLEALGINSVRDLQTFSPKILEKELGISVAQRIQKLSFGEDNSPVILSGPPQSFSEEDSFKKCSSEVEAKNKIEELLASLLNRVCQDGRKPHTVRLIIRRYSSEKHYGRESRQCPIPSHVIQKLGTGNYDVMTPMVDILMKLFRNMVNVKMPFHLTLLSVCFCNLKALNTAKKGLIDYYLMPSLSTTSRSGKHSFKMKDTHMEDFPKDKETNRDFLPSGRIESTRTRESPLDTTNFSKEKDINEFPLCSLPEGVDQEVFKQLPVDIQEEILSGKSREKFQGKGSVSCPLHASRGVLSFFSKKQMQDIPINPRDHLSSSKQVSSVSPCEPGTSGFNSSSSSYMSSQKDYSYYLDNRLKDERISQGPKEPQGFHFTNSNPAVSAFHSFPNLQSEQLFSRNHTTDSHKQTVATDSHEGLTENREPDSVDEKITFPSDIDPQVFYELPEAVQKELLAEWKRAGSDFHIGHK
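Fluorescent replication assay read twice, at 0 min and 10 min after adding 50 nM (final) substrate. Enzyme (10 nM) and compounds were first incubated 15 min at room temperature; enzyme-free buffer wells were negative controls.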
Pol kappa inh: blocks human DNA polymerase kappa activity | actives 0.53% (n = 400,000) | AID 588579 | purified Pol kappa, fluorescent DNA synthesis assay, 10 min | Q9UBT6 | Potency, µM (series often up to 107 µM), for the others: at the highest dose activity, negative = inhibition, hits mostly inhibitors; also: potency is read from the fitted curve at half-maximal effect; % is scaled to controls: 0 for no effect and ±100 for the full control effect
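Activity was followed as the change in fluorescence between reads at 0 and 10 min after starting the reaction with 50 nM substrate. Beforehand, 10 nM polymerase had been preincubated with compound for 15 min at room temperature.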
Anesthetic bind: candidate novel general anesthetic via apoferritin binding. apoferritin/1-aminoanthracene competitive binding, fluorescence. P02791. actives 0.074% (n = 350,000). Potency, µM (series often up to 77.5 µM), for the others: at the highest dose activity change, negative = displacement, most hits filed as inhibitors. AID 485281; also: potency is read from the fitted curve at half-maximal effect; % is scaled to controls: 0 for no effect and ±100 for the full control effect; nearly all actives have a fitted effect of over 20% in size
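Steps: apoferritin (10 uM) was premixed with half-saturated 1-AMA in PBS, compounds were pin-transferred, plates stood 10 min at room temperature, fluorescence was read at 380/535 nm, and curves were fitted with a Hill equation.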
Active calls of the source: *; ? = inconclusive; / = no result given; & = joins results of further samples; [ ] = another dose, or the depositor's remark. Unless noted, calls follow the shape of the dose curve; as a rule, active = well fitted curve in the direction sought with a large enough effect; inconclusive = small, poorly fitted or top-dose-only effect, or another doubt; inactive = no such curve, though single readings can be large; an effect the other way counts as inactive or inconclusive.

Second line of a record: POLH inh, POLB inh, LDHA block, APEX1 inh, GRP78 ERSR act, BLM helicase inh, Pol iota inh, Pol kappa inh, Anesthetic bind
> O=C(NCCCN1CCOCC1)c1c(O)c2cc(Br)cc(Br)c2[nH]c1=O
  -4%, -1%, 4, 0%, -4%, 2%, 0%, 8%, -11%
> CCOC(=O)C1CCN(C(=O)Nc2ccc3nc(C)c(C)nc3c2)CC1
  -4%, 3%, 2, -2%, 1%, 2%, 21%, -9%, 113%[activator]
> CC1CCC(C(C)C)C(P(=O)(c2ccccc2)c2ccccc2)C1 (centres undefined)
  /, /, /, 1%, -6%, -1%, /, 17%[60.1 µM], 2%
> Cc1ccc(S(=O)(=O)N2CCOCC2)cc1C(=O)Nc1ccccc1N1CCOCC1
  -12%, /, 2, 19%, 0%, /, -8%, 2%, /
> C=CCn1c(-c2cccs2)nc2nc3ccccc3nc21
  -1%, 2%, -4, 0%, -2%, -3%, 2%, -6%, 209%[activator]
> CCOc1ccccc1NC(=O)Cn1c(=O)n(Cc2ccccc2)c(=O)c2c(C)c(C)sc21
  /, 17%, -14, /, /, -3%, 6%, -1%, 4%
> COc1cccc(CNS(=O)(=O)c2ccc3c(c2)N(C(C)=O)CCS3)c1
  4%, 0%, 1, 28%, -10%, 2%, 27%, 9%, -8%
> Cc1nn2cc(-c3ccc(Cl)cc3)nc2s1
  -5%, 23%, -3, ?, -2%, -3%, 20%, 7%, -6%
> CCn1c2ccccc2c2cc(CN3CCN(Cc4ccccc4F)CC3)ccc21
  -23%, 0%, -10, /, -5%, 0%, -8%, 8%, 36%[activator]
> CC(=O)N(c1ccc(C(C)C)cc1)C1C=CS(=O)(=O)C1 (centres undefined)
  -12%, -7%, -6, -7%, -1%, 4%, 14%, -11%, 31%[activator]
> CN(CCC#N)C(=O)COC(=O)c1nn(-c2ccccc2)c(=O)c2ccccc12
  -8%, -22%, 1&-11, 0%, -5%, -1%, 19%, -17%, -11%
> O=C(Cc1c[nH]c2ccccc12)Nc1ccccc1N1CCOCC1
  1%, -21%, -7, -2%, -2%, -5%, 15%, -9%, -23%
> Cc1ccc(CS(=O)(=O)CCC(=O)NCCN2CCCCC2C)cc1 (centres undefined)
  -12%, 16%, -8, -1%, -3%, -3%, -7%, 2%, -8%
> O=C(N[C@@H]1C/C=C\C[C@@H](CC(=O)N(CCO)Cc2ccccc2)C(=O)NC[C@H](c2ccccc2)OC1=O)OCC1c2ccccc2-c2ccccc21
  -7%, /, 3, 28%, -10%, /, 34%[activator], 5%, /
> O=C(Cc1ccccc1)NNC(=O)Nc1ccccc1
  -3%, 1%, -8, 4%, -1%, -4%, 162%[activator], -5%, -17%
> CCOC(=O)c1sc(-c2ccccc2)cc1N
  -20%, -13%, -2, 1%, ?, -8%, 13%, -8%, 0%
> Cc1cc(C)n2cc(CSc3ncccc3C(=O)O)nc2n1
  ?, 15%, 3, 0%, -5%, -1%, ?, 9%, -8%
> O=C(CCn1c(=O)c2cccn2c2ccc(F)cc21)NCCc1ccc(Cl)cc1
  -24%, 2%, 1, /, -5%, -8%, 7%, 4%, ?
> COc1ccc(-c2nnc(OCc3ccccc3)c3ccccc23)cc1
  -7%, -28%, -2, 3%, -4%, -6%, 153%[activator], -7%, -19%
> COc1ccc(OC)c(NC(=O)Cn2c(CCC(=O)O)ccc2-c2cccs2)c1
  -11%, 28%, -7, 17%, 4%, -4%, 5%, -6%, -6%
> Nc1ccccc1C(=O)N1O[C@@H]2C=C[C@H]1C2
  -3%, /, 5, 23%, -2%, /, -9%, 5%, /
> O=C(O)c1ccc(N/N=C/c2cn(-c3ccccc3)nc2-c2cccs2)cc1
  ?, ?, -4, 0%, -4%, -7%, 50%[activator], -13%, 4%
> COc1ccc(C(=O)NC2CC3CCCC(C2)N3CC(C)C)cc1 (centres undefined)
  -9%, -12%, -1, 15%, -5%, -1%, 58%[activator], -3%, -5%
> CC(=O)N1N=C(c2ccco2)CC1c1ccc(Br)cc1 (centres undefined)
  -18%, 4%, -6, 22%, 0%, 2%, 146%[activator], -7%, -11%
> O=C(O)/C=C/C(=O)N1CCN(C(=O)/C=C/C(=O)O)CC1
  -5%, -11%, -12, 2%, -4%, 5%, 57%[activator], -18%, -8%
> CCOc1ccccc1N1CCN(c2ncnc3scc(-c4ccc(OC)cc4)c23)CC1
  -16%, -14%, 1, -2%, -5%, -7%, -23%, 3%, -4%
> C=CCC[C@H](Cc1ccc(F)cc1)C(=O)OC[C@@H](NC(=O)[C@H](CC=C)CC(=O)NCCO)c1ccccc1
  -5%, /, -5, 12%, -2%, /, 11%, -7%, /
> Cc1ccc2c(C)nc(N/C(N)=N/S(=O)(=O)c3ccc([N+](=O)[O-])cc3)nc2c1
  -10%, 32%, -19, -1%, -4%, -5%, -13%, -3%, 4%
> C[C@H]1CN=C2N(CCNC(=O)CCC3CCCCC3)[C@H](Cc3ccc(O)cc3)CN21
  -5%, 93%, 1, ?, -1%, -4%, 3%, 12%, -7%
> CCC(Sc1nc(C)cc(=O)[nH]1)C(=O)Nc1nc(-c2ccccc2)cs1 (centres undefined)
  -13%, -2%, -6, -2%, 1%, -12%, -14%[58.9 µM], -2%, ?
> CCc1ccc(-c2nc(CN3CCC(C(=O)NCCc4ccc(Cl)cc4)CC3)c(C)o2)cc1
  -22%, 3%, 0, /, -2%, -3%, 30%, 3%, 0%
> O=C(Nc1cccc(S(=O)(=O)N2CCCCC2)c1)C1CC(=O)N(Cc2ccco2)C1 (centres undefined)
  -9%, 3%, -11, 12%, -4%, -2%, 117%[activator], -11%, -10%
> C[C@]12CCC3C(CC=C4C[C@@H](O)CC[C@@]43C)C1CCC2[C@]1(C)CCC(=O)O1 (some centres undefined)
  4%, -6%, -1, -4%, -6%, -4%, 7%, -13%, -4%
> COc1ccc(CNC(=O)CCCC(=O)Nc2cccc(Br)c2)cc1
  -14%, -7%, -3, 35%, 0%, -9%, 196%[activator], -7%, -13%
> CC(=O)Nc1nonc1-c1nc2ccccc2n1CC1CC1
  10%, 6%, -4, -2%, -5%, -2%, -4%, -5%, -4%
> O=C(COc1ncnc2cc([N+](=O)[O-])ccc12)NC1CCCCC1
  -11%, -11%, 1, -3%, -3%, -10%, 18%, 14%, -4%
> COc1ccc(OC)c(NC(=O)CC(=O)Nc2ccc3nc4n(c(=O)c3c2)CCCCC4)c1
  -28%, -1%, -1, /, 2%, -4%, 24%, -10%, -9%
> COc1cc(CNn2cn[nH]c2=S)cc(Cl)c1OCc1ccc(F)cc1
  -23%, -12%, -5, -1%, -1%, -2%, 2%, -5%, -6%
> COc1ccccc1C(=O)NC(=S)Nc1cccc2cc(O)ccc12
  -2%, /, -3, /, 1%, /, ?, -22%, /
> CCCn1c(=O)c2[nH]c(-c3ccc(OCC(=O)Nc4ccc(C(C)=O)cc4)cc3)nc2n(CCC)c1=O
  /, /, /, -9%, -2%, -3%, /, -15%[19.4 µM], /

An excerpt from above in order of their number in APEX1 inh, falling:
SMILES	APEX1 inh
Nc1ccccc1C(=O)N1O[C@@H]2C=C[C@H]1C2	23%
O=C(O)c1ccc(N/N=C/c2cn(-c3ccccc3)nc2-c2cccs2)cc1	0%
CCCn1c(=O)c2[nH]c(-c3ccc(OCC(=O)Nc4ccc(C(C)=O)cc4)cc3)nc2n(CCC)c1=O	-9%

(listing goes on)
Second line of a record: POLH inh, POLB inh, LDHA block, APEX1 inh, GRP78 ERSR act, BLM helicase inh, Pol iota inh, Pol kappa inh, Anesthetic bind
> O=C(NCC1(c2ccccc2)CCCC1)c1ccccc1
  -11%, -12%, -6, 0%, -4%, -1%, -11%, -6%, -6%
> O=C1CN(C(=O)COc2ccc(Cl)cc2)C(c2ccc(F)cc2)c2cc(Cl)ccc2N1 (centres undefined)
  -22%, -1%, 0, /, -5%, -10%, 25%, -22%, 2%
> CCn1c(SCC(=O)NCCCN2CCCC2=O)nnc1-c1cccc(C)c1
  -5%, /, -1, 23%, -4%, /, -4%, -5%, /
> COCCn1c(SCC(=O)Nc2ccc(Br)cc2)nc2c([nH]c3ccccc32)c1=O
  -17%, -19%, 4, /, -6%, -2%, 19%, -6%[60.1 µM], -2%
> Cc1c2ccccc2cc[n+]1CCCS(=O)(=O)[O-]
  -15%, -1%, 8, -2%, 0%, -8%, 64%, 6%, -4%
> O=c1onc(-c2ccc(Cl)cc2Cl)n1-c1cccnc1
  -8%, 21%, 9, -2%, -4%, -2%, -5%[58.9 µM], -4%, 3%
> CC(OC(=O)c1cc2sccc2n1C)C(=O)NCc1ccco1 (centres undefined)
  9%, 11%, -7, -1%, 0%, 0%, -14%, -5%[60.1 µM], -11%
> CNC(=O)c1ccc(-c2cc3onc(-c4ccccc4)c3c(=O)n2C)cc1
  -8%, /, -4, 34%, 1%, /, 10%, 9%, /
> OC[C@H]1O[C@@H](n2cnc3c(Nc4ccccc4)ncnc32)[C@H](O)[C@@H]1O
  -1%, 27%, -5, 3%, -2%&7%, -5%, 11%, 3%[60.1 µM], 2%
> O=C(NC(=S)N1CCOCC1)c1cn(-c2ccccc2)nc1-c1ccccc1
  -9%, /, 0, 29%, -3%, /, -11%, 9%, /
> NS(=O)(=O)c1cccc(NC(=O)COC(=O)c2ccc(S(=O)(=O)N3CCOCC3)cc2)c1
  -2%, /, 0, /, -5%, /, 22%, 17%, /
> CCCCNC(=O)C(CC)n1c(SCc2cccc(F)c2)nc2ccncc21 (centres undefined)
  /, /, 2, /, -3%, /, 2%, 5%, /
> CN(C)Cc1c(C(=O)N/N=C/c2cccnc2)nnn1-c1nonc1N
  6%, 50%, -5, -11%, 1%, 2%, -7%, -3%, 0%
> O=C(CCc1ccccc1)NNC(=O)COc1ccc([N+](=O)[O-])cc1
  5%, -21%, -4, 27%, -1%, -2%, 24%, 5%, -7%
> Nc1nc(SCC(=O)NCc2ccccc2Cl)[nH]c(=O)c1NC(=O)c1ccccc1F
  -8%, 28%, -7, -8%, -3%, -1%, 1%, -12%, -1%
> Cc1oc2cc3oc(=O)c(CCC(=O)NCCN4CCOCC4)c(C)c3cc2c1C
  -12%, 24%, 2, 26%, 5%, -3%, 16%, 21%, 5%

Some of the compounds tested. The share of hits here may be higher or lower than overall.
